# Compound activity deposited in PubChem by several laboratories.
# BCLXL inh – inhibitors of human Bcl-xL, primary screen, biochemical, fluorescence polarization, HTS | Bcl-2-like protein 1 (Homo sapiens), Q07817 | actives 0.7% (n = 320,000) | GST-Bcl-xL / FITC-Bim BH3 peptide fluorescence polarization | inhibition, % at 10.9 µM;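 active = inhibition above the mean of all tested compounds plus 3 SD, cutoff set per campaign, cut at about 30% in these data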;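 note: 0% = DMSO wells and 100% = unlabeled Bim-BH3 peptide competitor; inhibitors lower millipolarization by displacing the labeled peptide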
# Target sequence (Q07817 whole entry, looked up): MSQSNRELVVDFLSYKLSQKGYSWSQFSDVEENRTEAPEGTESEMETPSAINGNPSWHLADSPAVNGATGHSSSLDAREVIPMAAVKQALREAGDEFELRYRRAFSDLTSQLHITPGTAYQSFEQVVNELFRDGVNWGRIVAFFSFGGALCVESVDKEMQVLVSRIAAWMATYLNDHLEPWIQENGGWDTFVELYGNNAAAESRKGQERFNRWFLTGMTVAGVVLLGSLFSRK
# MCL1-BIM inh – inhibitors of MCL1 binding to BIM-BH3, primary screen, biochemical, fluorescence polarization. actives 0.68% (n = 320,000). Induced myeloid leukemia cell differentiation protein Mcl-1 (Homo sapiens), Q07820. AID 2057, 2009. inhibition, % at 10.9 µM. GST-MCL1 / FITC-Bim-BH3 fluorescence polarization;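 active = inhibition above the mean inhibition of all tested compounds plus 3 SD, set per campaign, cut at about 40% in these data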;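 note: 0% = DMSO wells and 100% = unlabeled Bim-BH3 peptide control; higher means more loss of mP so more displacement of Bim peptide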
# Target sequence (Q07820 whole entry, looked up): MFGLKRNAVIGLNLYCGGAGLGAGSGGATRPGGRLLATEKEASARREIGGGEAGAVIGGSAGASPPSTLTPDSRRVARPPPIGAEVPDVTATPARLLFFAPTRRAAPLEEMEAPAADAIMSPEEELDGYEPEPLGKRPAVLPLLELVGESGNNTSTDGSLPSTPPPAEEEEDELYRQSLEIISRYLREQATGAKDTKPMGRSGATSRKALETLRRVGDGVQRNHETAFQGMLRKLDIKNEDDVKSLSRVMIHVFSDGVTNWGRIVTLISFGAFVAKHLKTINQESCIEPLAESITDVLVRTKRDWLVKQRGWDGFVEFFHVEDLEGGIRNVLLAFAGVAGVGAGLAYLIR
# AGP1-GFP MLPCN – modulators of AGP1-GFP expression in yeast TOR pathway, primary screen, cell-based, multiplex flow cytometry, S. cerevisiae, MLPCN library. 3 h; GFP as percent of DMSO wells. GFP response vs DMSO, % at 10 µM. actives 0.02% (n = 320,000). AID 2066, 2009;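 active = GFP response relative to DMSO above a set limit, near screen average plus 3 SD, cut at about 150% in these data; inconclusive = fewer than 70 cells counted for the yeast strain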;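 note: median GFP channel fluorescence of the gated AGP1 strain per well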
# GLD-1 TGE inh – GLD-1/TGE RNA complex disruptors, primary screen, biochemical, fluorescence polarization; Female germline-specific tumor suppressor gld-1 (Caenorhabditis elegans), Q17339; purified GLD-1 + fluorescein TGE RNA; inhibition, % at 5.96 µM; actives 0.44% (n = 320,000); AID 2280, 2010;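 active = percent inhibition above a per-plate cutoff, the plate mean of test compounds plus 3 SD, cut at about 30% in these data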;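 note: 0% = DMSO wells with GLD-1 and probe and 100% = wells lacking GLD-1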
# CR mimetic SO – reduction of superoxide in aged yeast, primary screen, HTS. S. cerevisiae aged cells, superoxide DHE fluorescence; active compounds read low. superoxide response (% of plate mean), % at 10 µM. actives 0.18% (n = 330,000);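 active = superoxide response under a set limit, about three screen SD below normal, cut at about 65% in these data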;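 note: yeast aged for seven days with compound at 30 °C before DHE staining; 100% = average MFI of all compound-treated wells on the plate with controls excluded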
# VLA-4 inh – inhibition in human VLA-4 binding assay, primary screen, VLA-4 allosteric modulator project, MLPCN library, flow cytometry, VLA-4 expressing cells | actives 0.2% (n = 330,000) | ligand binding flow cytometry | inhibition, % (about 7 µM as worked out from the volumes in the protocol) | Integrin alpha-4 (Homo sapiens), P13612; in the data active = inhibition above about 50%
# GRK2 aptamer HTS – compounds blocking aptamer binding on GRK2 – biochemical, human GRK2, bead flow cytometry, HTS, primary screen; inhibition of aptamer binding, % at 10 µM; Beta-adrenergic receptor kinase 1 (Homo sapiens), P25098; FAM-aptamer displacement from GRK2; actives 0.59% (n = 330,000);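 active = inhibition of aptamer binding above 40%, roughly 3 SD of noise, on plates passing a quality check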;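 note: median bead fluorescence of bound FAM aptamer so fluorescent compounds give negative values; no value below 0 was filed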
# MEX-5 binding – MEX-5 zinc finger RNA-binding disruptors – biochemical, C. elegans, fluorescence polarization, MLPCN library, primary screen | Zinc finger protein mex-5 (Caenorhabditis elegans), Q9XUB2 | MEX-5/FITC-TCR2 RNA binding; active compounds read low | activity score (negative = inhibition of binding), % at 10 µM | actives 0.38% (n = 300,000) | AID 1832, 2009;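 active = inhibition past about -25% in most replicates, and total fluorescence under double the plate's negative control median, limit read from the data; inconclusive = replicates evenly split on the limit, or fluorescence at least double controls; inactive = too little inhibition in most replicates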;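 note: 0% = DMSO and -100% = 5 µM competing unlabeled TCR2 RNA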
# Target sequence (Q9XUB2 whole entry, looked up): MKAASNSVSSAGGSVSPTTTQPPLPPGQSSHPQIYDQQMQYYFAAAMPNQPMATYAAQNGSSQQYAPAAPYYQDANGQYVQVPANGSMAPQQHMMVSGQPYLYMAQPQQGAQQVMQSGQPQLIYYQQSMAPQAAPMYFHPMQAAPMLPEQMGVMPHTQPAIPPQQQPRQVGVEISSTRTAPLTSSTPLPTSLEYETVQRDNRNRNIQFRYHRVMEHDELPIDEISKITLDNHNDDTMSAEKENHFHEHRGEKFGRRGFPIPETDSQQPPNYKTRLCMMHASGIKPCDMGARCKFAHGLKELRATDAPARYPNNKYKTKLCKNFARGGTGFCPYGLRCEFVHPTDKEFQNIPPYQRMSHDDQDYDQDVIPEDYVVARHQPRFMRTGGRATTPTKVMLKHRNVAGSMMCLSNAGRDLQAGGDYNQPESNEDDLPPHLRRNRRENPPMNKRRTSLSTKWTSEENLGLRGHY
# CIT2 TOR yeast – modulators of CIT2-GFP expression in yeast, primary screen, S. cerevisiae, GFP fusion, multiplex flow cytometry, MLPCN library; S. cerevisiae CIT2-GFP strain, 3 h; 100 means same as DMSO wells; GFP response vs DMSO, % at 10 µM; actives 0.065% (n = 320,000); AID 2029, 2009;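 active = GFP response relative to DMSO above a set limit, near the screen mean plus 3 SD, cut at about 150% in these data; inconclusive = Fewer than 70 cells measured for a yeast strain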;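 note: ratio of well median GFP fluorescence to mean of DMSO wells on the plate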
# The depositor's hits bear a star; ? = inconclusive; / = no result given; [ ] = dose if it differs, or a comment.
SMILES,BCLXL inh,MCL1-BIM inh,AGP1-GFP MLPCN,GLD-1 TGE inh,CR mimetic SO,VLA-4 inh,GRK2 aptamer HTS,MEX-5 binding,CIT2 TOR yeast
O=C(CCCN1C(=O)c2ccccc2C1=O)NCC1CCCO1 (stereo not given),-1,4,89,7,110,19,0,0.2,108
C=CCSC1=C(C#N)C(c2ccccc2Cl)CC(=O)N1 (stereo not given),1,-1,76,6,100,6,3,5.5,67
CCOC(=O)C1(CC2CCCCO2)CCN(C(=O)Nc2cccc(SC)c2)CC1 (stereo not given),4,0,99,-3,106,7,5,0.1,105
COC(=O)N/N=C/c1cc(Cl)c(OCc2ccccc2F)c(OC)c1,-3,0,97,-2,90,11,1,-0.3,101
O=c1c2ccccc2nnn1CSc1ccccc1,-1,-3,93,2,94,3,97*,-2.3,103
Cc1ccc(Cl)cc1NC(=O)CCC(=O)Nc1cc(Cl)ccc1C,5,7,103,9,110,11,1,-0.1,105
CCCCCCC(=O)Nc1nc(C)c(-c2csc(Nc3ccc(Cl)cc3)n2)s1,-2,-7,/,3,/,/,/,-1.0,/
Cc1ccc(N2CCN(C(=O)c3cc(-c4ccc(F)cc4)[nH]c3C)CC2C)cc1 (stereo not given),/,/,92,/,97,4,0,-1.7,92
O=C1CSCC(=O)N1c1ncc(C(F)(F)F)cc1Cl,6,4,/,2,106,7,0,2.6,/
O=C(Nc1ccc(S(=O)(=O)Nc2nccs2)cc1)c1cc(=O)[nH]c2ccccc12,4,2,106,-2,106,-3,0,-0.8,97
NNc1nc(-c2ccccc2)cs1,10,5,91,-2,110,-26,0,1.4,116
Cc1ccc(C(=O)N2CCN(c3ncccn3)CC2)cc1S(=O)(=O)N1CCCCC1,5,4,102,5,92,-7,2,0.8,101
CCOC(=O)Cn1c(=O)oc2cc(S(=O)(=O)Nc3c(C)cc(C)cc3C)ccc21,-6,-8,104,4,100,-63,0,/,105
O=C(Cc1ccccc1)Nc1ccccc1C(=O)Nc1ccc(C(=O)O)cc1,-9,-12,107,-8,90,13,0,-1.1,108
N/C(=N\OC(=O)Cc1ccccc1)c1cccc(Br)c1,5,7,91,3,108,-2,2,/,98
COc1ccc(N(Cc2cc3ccc(C)cc3[nH]c2=O)C(=O)c2ccco2)cc1,1,-7,101,1,96,3,0,-0.8,100
CCCc1nnc(NC(=O)c2cc3ccccc3o2)s1,3,-1,90,0,102,5,0,2.3,114
O=C(Nc1cccc(S(=O)(=O)N2CCCCC2)c1)c1cncc(Br)c1,/,/,100,-1,86,-8,0,/,109
O=C(NCCc1cccc(F)c1)C1CCCN(c2nc3ccccc3s2)C1 (stereo not given),-4,-5,94,1,99,-3,0,-3.7,94
O=C(CCC(=O)Nc1ccccc1)NNC(=O)c1ccco1,-3,-2,100,4,78,4,0,-2.1,97
CCN(CC)S(=O)(=O)c1ccc(N2CCOCC2)c(NC(=O)c2ccccc2)c1,6,12,106,-4,103,13,1,1.3,106
COc1ccc(CCNC(=O)CSc2nnc3c(n2)[nH]c2ccc(F)cc23)cc1OC,6,6,102,3,114,0,3,2.3,105
CC1CCc2ccccc2N1C(=N)N(C)C (stereo not given),6,6,99,1,108,10,3,-0.1,101
O=C(O)/C(=C\c1ccc(Br)cc1)NC(=O)c1cccs1,5,-1,101,10,107,2,0,-0.2,110
CCN(CC)c1nc2c3c(nc4c(c3c1C#N)CC(=O)N4c1ccc(Cl)cc1)NC(C)=N2,9,4,97,4,87,-29,0,3.1,99
Cc1cc(-c2ccc(C)c(S(=O)(=O)NCC3CCN(Cc4ccccc4F)CC3)c2)on1,4,0,102,-3,88,-7,0,0.5,105
CCCCNC(=O)c1onc(CSc2ccc(F)cc2)c1C(=O)O,3,9,88,-2,88,-7,1,1.3,105
O=C(CCC(=O)c1ccc(-c2ccccc2)cc1)Nc1cccnc1,-4,-11,94,-6,112,-2,1,4.2,86
O=C(Nc1ccc(S(=O)(=O)Nc2ccccn2)cc1)c1ccccc1,-1,4,100,2,97,-4,0,0.5,106
CCCSc1oc(-c2ccco2)nc1S(=O)(=O)c1ccc(C)cc1,3,7,101,-4,102,-2,1,-1.0,91
O=C(Nc1ccc(F)c(F)c1)C1CCCCC1,-1,-2,87,-4,111,8,0,/,86
CCc1nnc(NC(=O)c2cccnc2)s1,-2,3,103,0,80,19,2,/,104
COC(CN(C(=O)CCl)C(C(=O)NC1CCCC(C)C1C)c1ccc(C)cc1)OC (stereo not given),6,4,105,12,101,13,0,-1.1,109
Cc1ccc(S(=O)(=O)N/N=C/c2ccccc2F)cc1[N+](=O)[O-],5,7,103,-4,94,13,4,-3.9,110
CC(=O)O[C@]1(C(C)=O)CC[C@H]2[C@@H]3C=C(Cl)C4=CC(=O)CC[C@]4(C)[C@H]3CC[C@@]21C,12,6,90,1,95,-1,1,-3.7,85
COC(=O)c1c(C)nc(C)c2c(=O)oc3ccccc3c12,-4,3,/,5,97,3,1,0.4,111
C/C(=N\NC(=O)c1cc(-c2ccccc2C)nc2ccccc12)c1cccnc1,/,/,80[may fluoresce red],/,109,-13,1,3.1,71[may fluoresce red]
CC(NC(=O)CCN1C(=O)c2ccccc2S1(=O)=O)c1ccccc1 (stereo not given),1,-2,109,1,94,6,0,-2.6,90
CC(C)(C)NC(=O)CSC(=Nc1ccc(F)cc1)NC#N,-1,-4,97,-1,97,8,4,4.5,97
O=C1OCCC1Sc1nnc(-c2cccc(Br)c2)o1 (stereo not given),-14,-7,100,5,135,12,0,0.2,98

# Part of the list above, field by field:
compound: O=C(Nc1ccc(F)c(F)c1)C1CCCCC1
  BCLXL inh = -1; MCL1-BIM inh = -2; AGP1-GFP MLPCN = 87; GLD-1 TGE inh = -4; CR mimetic SO = 111; VLA-4 inh = 8; GRK2 aptamer HTS = 0; MEX-5 binding = /; CIT2 TOR yeast = 86

compound: CCc1nnc(NC(=O)c2cccnc2)s1
  BCLXL inh = -2; MCL1-BIM inh = 3; AGP1-GFP MLPCN = 103; GLD-1 TGE inh = 0; CR mimetic SO = 80; VLA-4 inh = 19; GRK2 aptamer HTS = 2; MEX-5 binding = /; CIT2 TOR yeast = 104

compound: COC(CN(C(=O)CCl)C(C(=O)NC1CCCC(C)C1C)c1ccc(C)cc1)OC (stereo not given)
  BCLXL inh = 6; MCL1-BIM inh = 4; AGP1-GFP MLPCN = 105; GLD-1 TGE inh = 12; CR mimetic SO = 101; VLA-4 inh = 13; GRK2 aptamer HTS = 0; MEX-5 binding = -1.1; CIT2 TOR yeast = 109

compound: Cc1ccc(S(=O)(=O)N/N=C/c2ccccc2F)cc1[N+](=O)[O-]
  BCLXL inh = 5; MCL1-BIM inh = 7; AGP1-GFP MLPCN = 103; GLD-1 TGE inh = -4; CR mimetic SO = 94; VLA-4 inh = 13; GRK2 aptamer HTS = 4; MEX-5 binding = -3.9; CIT2 TOR yeast = 110

# Continued.
SMILES,BCLXL inh,MCL1-BIM inh,AGP1-GFP MLPCN,GLD-1 TGE inh,CR mimetic SO,VLA-4 inh,GRK2 aptamer HTS,MEX-5 binding,CIT2 TOR yeast
COc1ccc(CCn2c(=N)c(C(=O)NC3CCCC3)cc3c(=O)n4ccccc4nc32)cc1OC,-6,-14,97,-12,103,-5,2,-3.5,95
CCCn1nc(CC(=O)OCC)c2ccccc2c1=O,1,0,96,6,103,-1,4,-3.4,91
CCN(CC)c1ccc(/C=C/c2cccc[n+]2C)c(OC)c1,-13,-50,102,42*,93,/,0,?,114
CC(=O)SC1CC(=O)N(c2ccc(C(C)(C)C)cc2)C1=O (stereo not given),5,6,102,7,89,3,0,2.2,100
Cc1cc(C(=O)N/N=C/c2ccc(Br)o2)n[nH]1,2,0,99,8,129,11,5,-0.7,100
CC1(C)Cc2ccccc2C(/C(=N\Nc2cccc(Cl)c2)C(N)=O)=N1,-1,-8,88,1,101,6,0,-0.7,91
Fc1ccccc1NC(=S)N(CCN1CCCCC1)Cc1ccco1,-7,-3,101,-5,108,-3,4,0.5,95
CCNc1ccc(S(=O)(=O)NCCN(C)C)cc1[N+](=O)[O-],5,3,110,7,105,3,3,-0.2,95
CCCNC(=O)NC(=O)CSc1ncc(C(F)(F)F)cc1Cl,-3,4,99,-9,115,-3,6,0.2,89
COc1ccc(OC)c(C2Nc3ccccc3NC3=C2C(=O)CC(C)(C)C3)c1 (stereo not given),0,-2,93,0,96,0,0,2.3,99
O=C(CCS(=O)(=O)c1cc2c(cc1Cl)NC(=O)CO2)NCc1ccccc1,4,3,99,8,96,-3,0,-2.9,103
O=C(COc1ccccc1)NCC(=O)N/N=C/c1ccc(Cl)cc1,6,10,112,-6,93,-7,0,0.9,106
CC(=O)c1cccc(OCc2cc(C(=O)N3C[C@H]4CC[C@H]3C4)no2)c1,-1,8,109,0,99,6,0,-0.9,115
COc1cc(/C=C2\SC(=S)NC2=O)ccc1OS(=O)(=O)c1ccccc1,2,10,98,2,124,-8,2,-4.1,102
Nc1c(C(=O)NCC2CCCO2)c2nc3ccccc3nc2n1-c1ccccc1 (stereo not given),10,14,104,4,98,15,1,-3.3,106
CC(C)C(NC(=O)c1ccco1)C(=O)OCC(=O)Nc1ccc(C(N)=O)cc1 (stereo not given),3,8,92,1,87,16,0,4.1,90
O=C(COC(=O)c1c[nH]c(=O)[nH]c1=O)Nc1ccccc1Br,-5,-4,107,4,96,-7,0,-2.7,103
O=S(=O)(Nc1ccc(F)cc1)N1CCOCC1,2,-3,102,9,98,-5,0,3.1,105
CCN(CC)S(=O)(=O)c1ccc(C)c(NC(=O)CSc2nc3ccccc3[nH]2)c1,-1,7,95,0,101,10,0,1.1,96
Cn1c(=O)c2sccc2n2c(CCCC(=O)Nc3ccccc3)nnc12,3,5,107,1,103,-1,3,1.7,112
O=C(COC(=O)CCNS(=O)(=O)c1cccs1)Nc1ccccc1,-1,-1,98,2,113,3,0,/,102
COc1ccc([C@H](OC)[C@@]2(Cc3ccc(O)cc3)N=C(N)N(C)C2=O)cc1,2,4,99,-3,85,7,2,/,100

# 3 entries out of the list above, sorted by their value in MCL1-BIM inh, largest number first.
structure | BCLXL inh | MCL1-BIM inh | AGP1-GFP MLPCN | GLD-1 TGE inh | VLA-4 inh | GRK2 aptamer HTS | MEX-5 binding | CIT2 TOR yeast
CCN(CC)S(=O)(=O)c1ccc(N2CCOCC2)c(NC(=O)c2ccccc2)c1 | 6 | 12 | 106 | -4 | 13 | 1 | 1.3 | 106
O=C(COC(=O)c1c[nH]c(=O)[nH]c1=O)Nc1ccccc1Br | -5 | -4 | 107 | 4 | -7 | 0 | -2.7 | 103
O=C1OCCC1Sc1nnc(-c2cccc(Br)c2)o1 (stereo not given) | -14 | -7 | 100 | 5 | 12 | 0 | 0.2 | 98
